Screening data deposited in PubChem by Broad Institute.
DENV2 CPE = DENV2-induced cell death inhibition; DENV2-infected cells, cytopathic effect rescue, plate reader; CPE inhibition, % at 9.99 µM; actives 1.7% (n = 350,000); AID 651640; in the data active means CPE inhibition above about 20%, passing the limit was not always enough; inconclusive means no clear call, values can overlap the other calls; tested in BHK-21 cells;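 further: 0% = median of neutral control wells and 100% = median of positive control wells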
EWS-Fli block = EWS/Fli transcriptional activity inhibition | AID 651661 | actives 0.67% (n = 350,000) | inhibition, % at 12.6 µM | A673 NR0B1-luciferase reporter, viability-normalised;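 active means mean inhibition of at least 50% after viability correction, with every replicate also passing that limit; inconclusive means mean reaches 50% but only one of two replicates passes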;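 further: firefly luciferase signal divided by Alamar Blue viability fluorescence both relative to DMSO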
SIRT5 block = sirtuin-5 (human) deacylase inhibition. inhibition, % at 15 µM. actives 1.1% (n = 330,000). Q9NXA8. Purified SirT5, succinyl-peptide AMC, trypsin-coupled fluorescence; in the data active means inhibition above about 15%; inconclusive means no clear call, values can overlap the other calls
Target sequence (Q9NXA8 whole entry, looked up): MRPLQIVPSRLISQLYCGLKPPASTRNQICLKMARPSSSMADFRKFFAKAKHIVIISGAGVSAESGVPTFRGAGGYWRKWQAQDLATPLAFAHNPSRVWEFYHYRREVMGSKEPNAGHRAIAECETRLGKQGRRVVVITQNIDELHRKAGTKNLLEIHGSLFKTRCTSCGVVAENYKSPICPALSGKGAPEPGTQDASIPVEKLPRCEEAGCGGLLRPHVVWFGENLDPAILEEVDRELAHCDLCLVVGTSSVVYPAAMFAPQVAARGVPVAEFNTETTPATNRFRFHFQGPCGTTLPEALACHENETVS
PAX8 reporter = PAX8 transcriptional activity inhibition; RMG-I TPO-luciferase reporter, SteadyGlo, 24 h; inhibition, % at 12.6 µM; actives 1.2% (n = 360,000);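 active means mean replicate inhibition at least 60% with every replicate also reaching 60%; inconclusive means only one of the two criteria is met; inactive means mean below 60% and not all replicates reaching 60%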;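 further: luciferase light reporting Pax8 driven TPO promoter activity; plate controls were median of neutral control wells for no effect and mitoxantrone controls for full effect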
LGR2 antag = inhibitors of bursicon-induced Drosophila LGR2 receptor cAMP signaling | inhibition, % at 9.99 µM | AID 720647 | actives 0.35% (n = 380,000) | HEK293 LGR2, CRE-luciferase, bursicon-stimulated, 4 h;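 active means drop in luminescence signal, shown as inhibition above about 50% in the replicate tests, limit read from the data, passing the limit was not always enough; inconclusive means probably only some replicates passing the limit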;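 further: agonist challenge used bursicon conditioned medium at about half maximal strength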
ARNT TACC3 PPI = disrupts binding between human ARNT and TACC3 | Q9Y6A5 | AlphaScreen His-ARNT PAS-B/GST-TACC3 binding, luminescence; TACC3 fragment carries E629A point mutation | inhibition, % at 9.99 µM | actives 0.66% (n = 390,000) | AID 623870;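 active means mean inhibition of replicates at least 50% and at least half of replicates each reaching 50%; inconclusive means half or more replicates reach 50% but mean below 50%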;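 further: 0% = complete ARNT plus TACC3 wells and 100% = ARNT alone without TACC3; many hits fall short of the cut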
CASP6 VEID inh = inhibitors of human caspase-6 | P55212 | purified caspase-6, Z-VEID-R110 cleavage fluorescence | inhibition, % at 12.5 µM | actives 0.53% (n = 350,000) | AID 686996;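 active means mean inhibition across replicates at least about 35%, with every replicate also reaching that limit, limit read from the data; inconclusive means only one of the two criteria met; inactive means neither criterion met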;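 further: 0% = median of neutral control wells and 100% = no fluorescence left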
Target sequence (P55212 24-179 limits assumed): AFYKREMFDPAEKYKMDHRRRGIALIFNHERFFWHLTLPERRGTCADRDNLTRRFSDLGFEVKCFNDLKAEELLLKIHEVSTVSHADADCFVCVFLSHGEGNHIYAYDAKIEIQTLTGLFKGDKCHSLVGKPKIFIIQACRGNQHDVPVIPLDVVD
Target sequence (P55212 194-293 limits assumed): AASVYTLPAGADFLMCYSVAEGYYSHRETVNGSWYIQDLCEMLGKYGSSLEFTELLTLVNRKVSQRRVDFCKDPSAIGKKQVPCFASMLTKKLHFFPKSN
The depositor's hits bear a star; ? = inconclusive; . = not tested or not shown.

Start of the data: the first 2 entries, ahead of the listing:
SMILES	DENV2 CPE	EWS-Fli block	SIRT5 block	PAX8 reporter	LGR2 antag	ARNT TACC3 PPI	CASP6 VEID inh
COc1ccc(CN(C)C[C@@H]2Oc3ccc(N(C)C)cc3CC(=O)N([C@@H](C)CO)C[C@@H]2C)cc1	?	-9	-2	-10	-6	-7	0
COc1ccc(NC(=O)Nc2cccc3c2O[C@@H](CN(C)C(=O)Nc2ccc(F)cc2)[C@H](C)CN([C@@H](C)CO)C3=O)cc1	16	11	2	5	6	15	2

Main list, previewed entries included:
SMILES	DENV2 CPE	EWS-Fli block	SIRT5 block	PAX8 reporter	LGR2 antag	ARNT TACC3 PPI	CASP6 VEID inh
COc1ccc(CN(C)C[C@@H]2Oc3ccc(N(C)C)cc3CC(=O)N([C@@H](C)CO)C[C@@H]2C)cc1	?	-9	-2	-10	-6	-7	0
COc1ccc(NC(=O)Nc2cccc3c2O[C@@H](CN(C)C(=O)Nc2ccc(F)cc2)[C@H](C)CN([C@@H](C)CO)C3=O)cc1	16	11	2	5	6	15	2
O=C(C[C@H]1CC[C@H]2[C@@H](COC[C@@H](O)CN2Cc2cccc(Cl)c2)O1)N1CCCCC1	17	10	19*	9	11	-4	3
COCCCNC(=S)N(CCO)Cc1cc2cc3c(cc2[nH]c1=O)OCCO3	2	7	-4	7	-4	2	1
O=C(N/C(=C/c1ccccc1)C(=O)N1CCCCC1)c1ccco1	?	0	0	.	-3	4	0
Cn1ncc(Br)c1C(=O)Nc1cccc(C(F)(F)F)c1	2	8	6	16	-1	-8	1
CN(Cc1ccco1)C(=O)C1CCN(c2nnc(-n3cccc3)s2)CC1	0	.	-10	-9	8	5	-4
Cc1nn(-c2ccccc2)c(Cl)c1C(=O)OCC(=O)NCCc1ccccc1	3	5	-2	-5	1	-10	-1
CCOC(=O)c1c(NC(=O)C2CC=CCC2C(=O)O)sc(C)c1CC (stereo not given)	.	-24	8	2	2	-14	1
CCOC(=O)c1ccc(NS(=O)(=O)c2cn(C)cn2)cc1	2	-1	-1	-25	-2	5	-1
NC(=O)c1ccsc1NC(=O)COC(=O)COc1ccccc1[N+](=O)[O-]	6	1	2	10	2	6	14
C[C@@H]1CCCCO[C@H](CN(C)Cc2ccc(C(=O)O)cc2)[C@@H](C)CN([C@@H](C)CO)C(=O)c2cc(NC(=O)NC3CCCCC3)ccc2O1	4	-8	-4	7	0	-6	0
O=C(CCNS(=O)(=O)c1ccccc1)N1CCOCC1	-9	.	1	-1	-3	-1	0
CCOC(=O)c1nc(NCc2ccccc2C)c2ccccc2n1	15	-8	-1	11	-3	3	-3
CNC[C@H]1OCCCC[C@@H](C)Oc2ccc(NS(=O)(=O)c3ccc(Cl)cc3)cc2C(=O)N([C@@H](C)CO)C[C@H]1C	-10	-16	0	-12	13	3	-3
Cc1ccccc1NC(=O)Nc1ccccc1Br	-1	-13	-3	.	-24	-5	-1
CC(C)OC(=O)CC1C(=O)NCCN1C(=S)NC(=O)c1ccccc1 (stereo not given)	.	-3	-3	0	17	-1	2
COc1ccc2cc(-c3ccccc3F)ncc2c1	-1	25	-5	-117	-28	-2	-9
CCNC(=O)Nc1ccc2c(c1)C(=O)N(C)[C@H]1CC[C@H](CC(=O)Nc3cccc(F)c3)O[C@@H]1CO2	?	1	-7	-4	-6	-9	.
CC(C)NC(=O)Nc1ccc2c(c1)C(=O)N([C@@H](C)CO)C[C@@H](C)[C@@H](CN(C)C(=O)c1ccccc1)OCCCC[C@H](C)O2	.	-12	.	-15	9	.	.
O=C1NC[C@H](CCCCN2C[C@H](Cc3ccccc3)N(CCc3ccccc3)C(=O)C2=O)N(CCc2ccc(O)cc2)C1=O	0	-11	-5	8	-19	.	2
CCCNC(=O)N(C)C[C@@H]1Oc2ncc(-c3ccccc3F)cc2C(=O)N([C@@H](C)CO)C[C@H]1C	-3	-11	-2	-18	-1	-10	-1
COc1ccc(C#Cc2cccc(-c3nc(C(=O)N4CCN(C)CC4)cc4c3[C@@H](CCO)N(S(=O)C(C)(C)C)C4)c2)cc1OC (stereo not given in full)	-3	-7	2	-25	-13	.	4
CC(=O)Nc1ccc(C(=S)NCCCO)cc1	-3	-8	3	-23	18	-11	6
CN(C)CCCNC(=O)C[C@H]1C=C[C@H](NS(=O)(=O)c2ccc(F)cc2)[C@H](CO)O1	-1	1	-2	-4	2	-13	0
Next part
SMILES	DENV2 CPE	EWS-Fli block	SIRT5 block	PAX8 reporter	LGR2 antag	ARNT TACC3 PPI	CASP6 VEID inh
N#CCCN(Cc1ccccc1)C(C(=O)NC1CCCCC1)C1CC1 (stereo not given)	?	1	-12	-23	-7	.	-1
OCc1ccccc1-c1ccc2nncn2c1	2	-14	.	-11	-3	.	-3
COc1cc(-c2onc3ccc(Br)cc23)cc(OC)c1OC	-5	56*	-3	26	18	17	6
Cc1noc(C)c1C(=O)NCc1ccccc1Br	7	1	-6	5	-2	-10	15
Cc1ccc(S(=O)(=O)C2(C(=O)O)CCCC2)cc1C	-5	4	0	.	5	-3	1
CCN(CC)c1ncnc2c1cnn2Cc1ccc(C)cc1	-5	2	-7	-11	-18	3	-1
COc1ccc2nc(NC(=O)C3CCN(S(=O)(=O)c4cccnc4)CC3)sc2c1	6	-10	1	18	5	-3	-1
CC(=O)N1CCN(C(=O)c2cccc(S(=O)(=O)Nc3c(C)n(C)n(-c4ccccc4)c3=O)c2)CC1	-4	-1	-2	-3	-3	-2	3
Cc1cc(C)nc(Nc2cccc3ccccc23)n1	-3	10	1	17	-4	-1	-3
CN(C)CC(=O)N1[C@H](C#N)[C@@H](c2ccc(-c3ccccc3F)cc2)[C@@H]1CO	3	8	2	-1	-5	5	0
O=C(NCC[C@@H]1CC[C@@H](NS(=O)(=O)c2cccc(F)c2)[C@H](CO)O1)C1CCOCC1	2	1	5	.	-2	-6	-5
O=C(NC1CCCC1)c1cc2cc(Br)ccc2o1	4	.	-1	-175	-38	-5	4
CC(C)[C@H](NC(=O)c1c(F)cccc1F)C(=O)OCC(=O)NNC(=O)c1ccccc1	8	3	-1	2	-12	.	1
COc1ccc(NC(=O)COC(=O)c2ccc3ccccc3n2)c(OC)c1	?	0	-2	6	11	6	3
CC(/C=C/c1ccccc1)=N\NC(=O)Cn1nc(C)cc1C	.	.	.	-15	0	-8	.
COc1ccccc1C(=O)NCCC(=O)NN1C(=O)NC2(CCCCC2)C1=O	0	2	-2	0	4	-6	-1
O=C(Cc1ccccc1)N1CC(=O)N2[C@H](C1)[C@@H](c1ccc(-c3ccc(F)cc3)cc1)[C@@H]2CO	-7	0	0	12	2	.	1
CC(=O)NC[C@@H]1[C@H](c2ccc(-c3ccccc3)cc2)[C@H](CO)N1C(=O)C1CC1	76*	-6	-1	7	-10	0	0
COc1ccc(-n2c(CSc3ccc(Cl)cc3)n[nH]c2=S)cc1	?	3	.	-7	3	.	1
CCC(=O)N(C)C[C@@H]1Oc2cc(-c3ccc(OC)cc3)ccc2S(=O)(=O)N([C@@H](C)CO)C[C@@H]1C	-4	-10	-5	-8	3	-9	2
Cn1cc(S(=O)(=O)c2ccccc2)n(C)c1=O	-4	11	1	-4	.	-69	0
Cc1cccc(NS(=O)(=O)c2ccc3oc(=O)ccc3c2)c1C	-1	-10	1	-11	9	-3	-1
Cc1noc(C)c1NC(=O)Nc1ccc2c(c1)CC(=O)N([C@H](C)CO)C[C@H](C)[C@H](CN(C)CC1CCCCC1)O2	1	11	6	.	-14	-12	1
C[C@H]1CCCCO[C@@H](CN(C)C(=O)C2CCCCC2)[C@@H](C)CN([C@@H](C)CO)C(=O)c2cc(NC(=O)c3ccccc3)ccc2O1	0	3	1	.	-1	-3	0
O=C(C[C@H]1CC[C@@H]2[C@H](COC[C@H](O)CN2S(=O)(=O)c2cccc(Cl)c2)O1)N1CCOCC1	21*	-1	-2	-12	4	-10	0
Continued:
SMILES	DENV2 CPE	EWS-Fli block	SIRT5 block	PAX8 reporter	LGR2 antag	ARNT TACC3 PPI	CASP6 VEID inh
O=C(CSc1nc2ccc(NC(=O)c3ccccc3C(=O)O)cc2s1)Nc1c(Cl)cccc1Cl	-4	-5	-3	-18	9	5	-1
COc1cccc(/C=C/C(=O)OCC(=O)Nc2ccc(Cl)c(S(=O)(=O)N(C)C)c2)c1	.	7	-8	9	-11	1	1
COc1cccc(NC(=O)c2ccc(-c3ccc([N+](=O)[O-])cc3)o2)c1	-1	-58	-1	-42	-36	-5	5
Cc1cc(C)c2c(n1)sc1c(=O)n(CC(=O)c3ccccc3)cnc12	-1	-117	-4	-128	-69	-1	1
COCC(=O)N1CC2(C1)[C@H](c1ccc(-c3cccc(F)c3)cc1)[C@@H](CO)N2C(=O)C1CC1	-12	-20	-1	.	-6	.	1
COC(=O)C[C@H]1C=C[C@@H](C(C(=O)OC)C(=O)OC)CN1C(C)=O	-1	-6	-1	-15	7	39	3
CC(C)CN(C(=O)COC(=O)c1nc(Cl)ccc1Cl)c1c(N)n(Cc2ccccc2)c(=O)[nH]c1=O	1	2	0	10	4	-4	-3
C[C@@H]1CN([C@@H](C)CO)C(=O)c2cccc(NC(=O)Nc3ccccc3)c2O[C@@H]1CN(C)S(=O)(=O)c1ccc(F)cc1	-9	10	-2	11	4	3	0
CCOC(=O)N/N=C/c1ccccc1OCc1ccc(Cl)cc1	-5	12	-4	-95	-22	-3	1
c1ccc2oc(-c3ccn[nH]3)cc2c1	-11	-130	-3	-110	-80	-1	-1
Cc1noc(C)c1S(=O)(=O)Nc1cccc2c1O[C@H](CN(C)Cc1ccc(C(=O)O)cc1)[C@H](C)CN([C@@H](C)CO)C2=O	15	0	0	.	6	-4	-3
O=C(CC(F)(F)F)N1C[C@H]2[C@@H](c3ccccc31)[C@@H](CO)N2C(=O)CN1CCOCC1	12	2	-1	13	-8	-15	-2
O=S(=O)(NC1CCN(S(=O)(=O)c2c(F)cccc2F)CC1)c1ccc2c(c1)OCCO2	?	15	.	-24	2	33	0
CCCNC(=O)[C@@H]1[C@@H](CO)[C@@H]2Cn3c(ccc(-c4ccccc4)c3=O)[C@H]1N2C(=O)Nc1ccccc1	7	0	-34	-2	-8	.	-3
C[C@@H]1CN([C@H](C)CO)C(=O)Cc2cc(NC(=O)Nc3ccc(F)cc3)ccc2O[C@H]1CN(C)C(=O)Nc1cccc2ccccc12	-12	0	4	11	30	-3	3
COc1ccccc1Cc1c(-c2ccc(OC)c(OC)c2)nc2c(Cl)cc(C(F)(F)F)cn12	16	-38	-5	-66	-36	.	-1
Cc1sc2ncn(/N=C/c3ccco3)c(=O)c2c1C	-1	-38	1	-13	-32	3	3
Cc1ccc(-n2nc3c(c2NC(=O)c2ccccc2)CS(=O)(=O)C3)cc1C	-2	1	0	5	19	.	6
Cc1ccsc1C(=O)NNC(=O)c1ccc(NS(=O)(=O)c2cccs2)cc1	1	-1	8	-8	24	-9	1
O=C(Nc1cc(F)ccc1F)N[C@H]1CC[C@@H](CC(=O)N2CCc3ccccc3C2)O[C@@H]1CO	6	5	0	1	11	3	1
CCNc1nc(NC(C)C)nc(N2CC(=O)N(CC(=O)OCC)C2=N)n1	.	.	.	-14	-4	-2	.
COc1ccc(NC(=S)NCc2cccnc2)cc1OC	.	-2	-4	-1	14	7	-4
O=C1c2cccc3cc([N+](=O)[O-])cc(c23)C(=O)N1c1nncs1	2	13	-3	20	1	-1	-2
NC(=O)CCN(C1CCCCC1)S(=O)(=O)c1cccc2nsnc12	1	-11	-1	-3	-8	-4	.
COC(=O)[C@H](CCSC)NC(=O)Cn1ccc(N)nc1=O	-8	-2	-3	-14	-11	-13	-3
O=C(C[C@H]1CC[C@H](NC(=O)Nc2ccc(C(F)(F)F)cc2)[C@H](CO)O1)NCc1cc(F)cc(F)c1	-4	4	0	-3	-1	2	1
C[C@@H]1CN([C@@H](C)CO)C(=O)c2cc(NC(=O)Nc3ccc(C(F)(F)F)cc3)ccc2O[C@@H](C)CCCCO[C@H]1CN(C)S(=O)(=O)c1cn(C)cn1	.	0	.	3	-9	-3	.
COc1ccccc1C(=O)N/N=C/c1ccc(Cl)s1	-17	10	.	44	-15	-2	-1
Cc1cccc(CSc2nc3[nH]ncc3c(=O)[nH]2)c1	-5	-19	-1	-36	-15	-2	7
O=C(COC(=O)c1cc(Cl)ccc1Cl)NC1CCCC1	-4	3	0	0	-16	-4	1

Rows were taken by chance; any-hit rate near 4.9%.
